M. tuberculosis HTS: M. tuberculosis growth inhibition, HTS (AID 449762); actives 0.59% (n = 330,000); M. tuberculosis H37Rv growth inhibition, 7H9 media; higher % means a stronger effect; inhibition, % at 25 µM, or IC50 in µM where a hit was titrated; in the data active = a potency from the dose series; inconclusive = inhibition above about 70% without an active follow-up result;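 also: bacterial growth assessed after seven days of incubation; strong numbers were not always called active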
tuberculosis growth: growth inhibition of non-replicating M. tuberculosis (AID 488890). Mycobacterium tuberculosis non-replicating, growth inhibition; higher % means a stronger effect. inhibition, % at 25 µM, or IC50 in µM where a hit was titrated. actives 0.39% (n = 320,000); in the data active = a potency from the dose series; inconclusive = inhibition mostly from about 82% at the one dose, without a potency; inactive = the rest, 99 in 100 with inhibition below about 76%;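 also: plate controls were DMSO cells for no effect and high antibiotic wells for full effect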
VEEV TC-83 Vero: inhibitors of VEEV TC-83 cytopathic effect, confirmation, Vero cells (AID 588727); Vero cells, VEEV TC-83 cytopathic effect inhibition; higher % means a stronger effect; inhibition, % at 20 µM; hits with a dose series show IC50 in µM; actives 0.13% (n = 350,000); in the data active = a potency from the dose series; inconclusive = inhibition mostly from about 14% at the one dose, without a potency; inactive = the rest, 99 in 100 with inhibition below about 12%; also: strong numbers were not always called active
H1N1 NS1A inhibition: NS1A inhibition, H1N1 influenza, cell based functional assay (AID 504329) | NS1A functional cell-based assay, percent inhibition; higher % means a stronger effect | one-dose inhibition, % at 12.5 µM; IC50 in µM for titrated hits | actives 0.3% (n = 340,000); in the data active = a potency from the dose series; inconclusive = inhibition above about 27% without an active follow-up result; also: strong numbers were not always called active
PhoP GFP inhibition: PhoP regulon inhibitors, Salmonella typhi PhoP promoter GFP reporter, confirmatory (AID 1850). actives 0.33% (n = 310,000). inhibition, % at 50 µM, or IC50 in µM where a hit was titrated. Salmonella Typhi PhoP-promoter GFP reporter, fluorescence, 4 h; higher % means a stronger effect; in the data active = a potency from the dose series; inconclusive = inhibition mostly from about 25% at the one dose, without a potency; inactive = the rest, 99 in 100 with inhibition below about 19%;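 also: 0% = induced wells with vehicle and 100% = uninduced wells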
VEEV TC-83 Vero 10K pilot screen: also measured in VEEV TC-83 Vero; calls as there; inhibition, %; measured here: 10K pilot screen inhibition
* hit, by the source's call; i = inactive; ? = inconclusive; . = no result given.

SMILES | M. tuberculosis HTS | tuberculosis growth | VEEV TC-83 Vero | H1N1 NS1A inhibition | PhoP GFP inhibition | others
O=C(Nc1ccc([N+](=O)[O-])c(NC(=O)C2CCCO2)c1)C1CCCO1 (stereo not given) | 9% | 20% | 4.7% | -5% | -6%
CCCn1nc(C(=O)Nc2cc(OCC)c(N3CCOCC3)cc2OCC)c2ccccc2c1=O | . | . | 10.0% | 19% | .
O=C(Nc1ccc(F)cc1)N1CCCN(c2ccc(C(F)(F)F)cn2)CC1 | 3% | 25% | i | . | -14%
Cc1cccc(Cn2c(C)nc3ccc([N+](=O)[O-])cc3c2=O)c1 | 9% | 34% | i | 6% | -4%
COc1ccc(CNC(=O)CNC(=O)N2CC(=O)Nc3ccccc32)cc1 | 0% | -1% | 0.9% | -5% | 1%
COc1ccc(OC)c(C(=O)c2ccc(Cl)cc2)c1 | 3% | 55% | 1.8% | -15% | 4%
COc1ccc(CC(=O)OC(C)C(=O)Nc2c(C)n(C)n(-c3ccccc3)c2=O)cc1OC (stereo not given) | 4% | -2% | 1.6% | -11% | .
O=C(O)CCCN=C1NC2(CCCC2)Cc2ccccc21 | -2% | 3% | 0.8% | 5% | 11%
C/C(=N/NC(=O)CSCc1ccc(Cl)cc1)c1cccc(NC(=O)c2ccccc2)c1 | -3% | 5% | 1.4% | -6% | -2%
O=C(CN1CCCCC1)Nc1ccc(S(=O)(=O)c2ccc(NC(=O)CN3CCCCC3)cc2)cc1 | . | . | 0.3% | 7% | .
CCC(=O)N(Cc1cc2cc(OC)ccc2[nH]c1=O)c1cc(C)ccc1C | -3% | 6% | 7.9% | -2% | 1%
CN(CC(=O)NCCc1ccccc1)CC(=O)Nc1cccc(F)c1 | 3% | 21% | 0.1% | -5% | .
Cc1ccc(C2(C)NC(=O)N(CC(=O)N3CCN(S(=O)(=O)c4cccc([N+](=O)[O-])c4)CC3)C2=O)cc1 (stereo not given) | -5% | ? | 0.0% | 2% | .
CC(=O)c1cc(-c2ccc(F)cc2)n(CCC(=O)Nc2cc(C)[nH]n2)c1C | 3% | 11% | 0.1% | 0% | -1%
Cc1nc(Cc2nnc(SCC(=O)N3CCN(c4ccc(F)cc4)CC3)o2)cs1 | -6% | ? | i | -17% | .
O=C(CSc1ncc(C(F)(F)F)cc1Cl)N1CCN(S(=O)(=O)c2ccc(Cl)cc2)CC1 | 19% | 33% | 2.0% | 4% | -6%
CCOc1cc(Br)c(C=O)cc1OCC | 1% | 0% | 3.0% | -2% | 15%
Cc1ccc(-c2cc(-c3nnc(SCC(=O)N(C)CCC#N)n3N)c3ccccc3n2)cc1 | -5% | 13% | 6.0% | 0% | 10%
CC(=O)NN1C(=O)/C(=C2/Sc3ccc(Cl)cc3N2C)SC1=S | -1% | -3% | 1.2% | 1% | -9%
Cc1ccc(NCc2nnc(SCC(N)=O)o2)c(C)c1 | -14% | 59% | 0.2% | -6% | 8%

Brought forward from above: three compounds, followed by the next part.
SMILES | M. tuberculosis HTS | tuberculosis growth | VEEV TC-83 Vero | H1N1 NS1A inhibition | PhoP GFP inhibition | others
Cc1ccc(-c2cc(-c3nnc(SCC(=O)N(C)CCC#N)n3N)c3ccccc3n2)cc1 | -5% | 13% | 6.0% | 0% | 10%
CC(=O)NN1C(=O)/C(=C2/Sc3ccc(Cl)cc3N2C)SC1=S | -1% | -3% | 1.2% | 1% | -9%
Cc1ccc(NCc2nnc(SCC(N)=O)o2)c(C)c1 | -14% | 59% | 0.2% | -6% | 8%
CSCC[C@H](NS(=O)(=O)c1ccc(C)cc1)C(=O)N1CCC(C(=O)N[C@@H](C)C(=O)O)CC1 | -4% | -10% | 1.1% | -1% | -2%
CC(C)CC(=O)NNC(=S)Nc1ccc(S(N)(=O)=O)cc1 | 21% | -4% | 1.4% | 7% | 0%
COCCNC(=O)C(c1ccc(C)o1)N(Cc1ccc(F)cc1)C(=O)Cn1nnc2ccccc21 (stereo not given) | -5% | -7% | 2.8% | -2% | -1%
O=C(c1nc2ccccc2s1)N1CCN(c2ccccn2)CC1 | 6% | 48% | 3.4% | 1% | -8%
COc1ccc(N2CCN(C(=O)c3cc(-c4cccs4)nc4ccccc34)CC2)cc1 | 65% | 33% | 7.5% | 6% | -17%
O=C(NC(=S)Nc1ncccn1)c1ccccc1Cl | -6% | -2% | 2.3% | 20% | -6%
CCc1cc2c(SCC(=O)N(C)C3CCS(=O)(=O)C3)ncnc2s1 (stereo not given) | -1% | 2% | i | 1% | 2%
CCCC(=O)Nc1ccccc1N1CCN(C(=O)C(C)C)CC1 | -2% | 9% | 4.3% | 2% | -14%
COc1ccc(OCCCC(=O)Nc2cccc(SC)c2)cc1 | ? | ? | 0.6% | -3% | 1%
C(=N\Nc1ccccn1)/c1ccc(N2CCOCC2)cc1 | 2% | 19% | 1.9% | 2% | 1%
Cc1ccccc1-c1nnc(SCC(=O)Nc2cccnc2Cl)o1 | 1% | -6% | 0.1% | 8% | .
CC(=O)Nc1ccc(/C=N/N2C(=O)NC(C)(c3ccc(OC(F)F)cc3)C2=O)cc1 (stereo not given) | -7% | -5% | 5.3% | 1% | -10%
CN1C(=O)c2ccccc2NC(=O)C1Cc1ccccc1 (stereo not given) | -7% | -1% | i | 6% | 12%
CCC(=O)NCCn1ccc2ccccc21 | -11% | -30% | 3.0% | 3% | -1%
O=C1COc2ccc(-c3csc(NCCc4ccccc4)n3)cc2N1 | ? | 56% | 9.3% | 1% | -16%
COc1cc(/C=N/NC(=O)CCc2c(C)n[nH]c2C)ccc1O | -8% | -9% | 2.3% | 6% | 5%
O=C(c1cc([N+](=O)[O-])ccc1Cl)N1CCN(c2ccccc2)CC1 | 3% | -29% | 1.1% | 16% | -10%
CCCC(=O)Nc1ccc(C(=O)N/N=C2\CC(=O)CC(C)(C)C2)cc1 | -6% | 5% | 0.1% | 8% | -13%
Cc1ccc2cc(C(c3nnnn3Cc3ccccc3)N3CCc4ccccc43)c(=O)[nH]c2c1C (stereo not given) | -4% | 24% | 3.8% | 1% | 1%
Cc1cccnc1NC(=O)c1cccc(NC(=O)CC2SC(N3CCCCC3)=NC2=O)c1 (stereo not given) | 11% | -3% | 1.0% | -5% | .
COc1ccc([C@H]2CC(=O)C=C(c3cccc(CO)c3)C2)cc1OC | 6% | 11% | 0.2% | 13% | .
CCn1c(=N)n(CC(=O)C(C)(C)C)c2ccccc21 | 7% | -4% | i | 1% | -6%
CN1CCCN(C(=O)c2ccc(Cl)cc2)CC1 | -3% | -26% | 1.5% | 0% | 8%
N#CCCn1cc(/C=N/O)c(-c2ccc(Cl)cc2)n1 | -6% | 4% | 0.4% | 21% | -10% | VEEV TC-83 Vero 10K pilot screen=1.0
COC(=O)c1oc2c(c1C)C1(CCC2)SCCS1 | 4% | 20% | 2.2% | 9% | 3%
FC(F)Oc1ccc(NC(=S)NCc2nc3ccccc3[nH]2)cc1 | -2% | 52% | 0.9% | -2% | 48%
CCN(c1ccc(NC(=O)COC(=O)/C=C/c2ccco2)cc1)C(C)C | ? | 42% | 2.8% | 10% | .
CCCCNC(=O)N1CCN(c2ccccc2OC)CC1 | 5% | 14% | 0.4% | -11% | -4%
COc1cc(CC2(CCc3ccncc3)C(=O)NC(=O)NC2=O)cc(OC)c1OC | -7% | -4% | 0.7% | 0% | 2%
CCC(C)N(C(=O)Cn1nnc2ccccc21)C(C(=O)Nc1ccc(F)cc1)c1cccc(OC)c1 (stereo not given) | -6% | 45% | 1.0% | 6% | -5%

In the list so far, 2 contain a COOH group.
SMILES | M. tuberculosis HTS | tuberculosis growth | VEEV TC-83 Vero | H1N1 NS1A inhibition | PhoP GFP inhibition | others
O=C(O)CCCN=C1NC2(CCCC2)Cc2ccccc21 | -2% | 3% | 0.8% | 5% | 11%
CSCC[C@H](NS(=O)(=O)c1ccc(C)cc1)C(=O)N1CCC(C(=O)N[C@@H](C)C(=O)O)CC1 | -4% | -10% | 1.1% | -1% | -2%

(more compounds)
SMILES | M. tuberculosis HTS | tuberculosis growth | VEEV TC-83 Vero | H1N1 NS1A inhibition | PhoP GFP inhibition | others
COc1ccc2nc3cc([N+](=O)[O-])ccc3c(NNc3ccc([N+](=O)[O-])cc3)c2c1 | . | . | 2.2% | -14% | .
O=C(C1CCN(S(=O)(=O)N2CCCC2)CC1)N1CCCCC1 | -4% | 4% | i | 8% | -12%
CCNC(=S)NCC | . | . | 0.9% | -22% | .
N#Cc1cccc(C(c2nnnn2C2CCCC2)N2CCCCCC2)c1 (stereo not given) | -4% | 8% | 2.2% | 2% | 14%
C/C(=N\NC(=O)C1COc2ccccc2O1)c1ccc(Cl)s1 (stereo not given) | 9% | . | i | -4% | 8%
CCOC(=O)C1=C(COC(=O)/C=C/c2ccccc2Cl)NC(=O)NC1C (stereo not given) | -1% | 14% | 10.0% | -5% | -3%
COc1ccc(NC(=O)c2sc3nc(-c4cccnc4)ccc3c2N)cc1 | -3% | 11% | 3.5% | 10% | -1%
Cc1cccc(NC(=O)COC(=O)c2ccccc2SCC(=O)N2CCCC2)c1 | -11% | 0% | 8.7% | -5% | -4%
O=C(c1cc(Cl)nc2ccccc12)N1CCN(S(=O)(=O)c2cccc(C(F)(F)F)c2)CC1 | -3% | 5% | 3.6% | -2% | -1%
OCCCCNCc1cc(Br)ccc1OCc1ccccc1 | 1% | 12% | i | -11% | 1%

Grouped by structure, those above with bromine (two)
SMILES | M. tuberculosis HTS | tuberculosis growth | VEEV TC-83 Vero | H1N1 NS1A inhibition | PhoP GFP inhibition | others
CCOc1cc(Br)c(C=O)cc1OCC | 1% | 0% | 3.0% | -2% | 15%
OCCCCNCc1cc(Br)ccc1OCc1ccccc1 | 1% | 12% | i | -11% | 1%

Additional structures follow.
SMILES | M. tuberculosis HTS | tuberculosis growth | VEEV TC-83 Vero | H1N1 NS1A inhibition | PhoP GFP inhibition | others
CCN1C(=O)N/C(=C/c2cc(C)n(Cc3ccccc3)c2C)C1=O | 6% | -1% | 1.9% | 6% | 30%
COc1ccc(C(=O)NC2=NCCS2)cc1 | -1% | -1% | 1.4% | 2% | 1%
Cc1cccc(NS(=O)(=O)c2ccc3oc(=O)ccc3c2)c1C | -3% | -9% | 1.9% | -2% | 5%
O=C1c2ccc(Oc3cccc([N+](=O)[O-])c3)cc2C(=O)N1c1ccccn1 | -5% | -4% | 0.3% | 7% | -19%
Cc1ccccc1-n1nc(C)c2c(C(=O)NN)cc(-c3ccncc3)nc21 | 4% | 2% | 0.4% | -10% | -11%
CCOc1ccc2nc(NC(=O)CSc3nnnn3C3CCCCC3)sc2c1 | ? | 21% | 5.8% | 1% | -5%
CCOC(=O)c1cc(C#N)c(C)nc1N(CC)CC | 1% | 6% | 1.4% | -8% | -2%
COc1cc(C(=O)OCCN2CCCCC2)ccc1O | 5% | 9% | 0.7% | -3% | 2%
COc1ccc(C(C(=O)NC(C)(C)C)N(C(=O)Cn2nnc3ccccc32)c2cccc(C(C)=O)c2)cc1O (stereo not given) | -16% | 1% | 0.3% | -4% | 12%
CCn1cc(CN2CCC(n3nccc3NC(=O)Cc3ccccc3)CC2)c(C)n1 | -4% | 0% | i | -8% | -6%
COc1cc(NC(=O)CN2c3cccc4cccc(c34)S2(=O)=O)cc(OC)c1OC | -8% | 9% | 2.7% | 1% | 11%
COc1ccccc1NC(=O)CNC(=O)Cn1cnc2sc(C)c(C)c2c1=O | 4% | -1% | i | -1% | 3%
Cc1cc(Cl)cc(C)c1OCCNCc1ccccc1 | 6% | 66% | 2.6% | -6% | -3%
Cc1ccc2[nH]c3c(c2c1)CCC3=O | 2% | -3% | i | -5% | -7%
COc1ccc(OC)c(NC(=O)CSc2nc3ccccc3c(=O)n2CC2CCCO2)c1 (stereo not given) | -6% | 27% | 0.7% | 9% | -12%
O=C(Nc1ccc(NC(=O)c2ccc(Cl)cc2Cl)cc1)c1cccs1 | 1% | -11% | 0.7% | -2% | 2%
O=C(NCc1ccc2c(c1)OCO2)C1CC(c2ccc(Cl)cc2)=NO1 (stereo not given) | 3% | 19% | i | -1% | 5%
Cc1ccc(C(=O)N(CC(=O)NC2CCCCC2)c2ccccc2F)s1 | 5% | 12% | i | -6% | -8%
COc1ccc(OC)c(C2C(C#N)=C(N)Oc3cc(C)[nH]c(=O)c32)c1 (stereo not given) | -3% | 5% | i | 1% | -2%
CCCCN(CCCC)CCNC(=O)CN1C(=O)COc2ccc(S(=O)(=O)N3CCC(C)CC3)cc21 | 3% | 22% | 1.6% | 1% | 11%
COc1ccc2c(-c3cccnc3)cc(=O)[nH]c2c1 | 6% | -11% | 7.9% | 3% | 6%
O=C(CNC(=S)NC(=O)c1ccco1)c1ccccc1 | -2% | ? | 6.4% | 2% | 3%

Compound activity deposited in PubChem BioAssay by Southern Research Specialized Biocontainment Screening Center.
